TNF necrop inh = inhibitors of TNF-alpha triggered necroptosis, primary screen, cell-based, Jurkat FADD-/-, single concentration; Jurkat FADD-/- TNF necroptosis rescue, ATP luminescence, 24 h; 0 = TNF only, 100 = no-TNF cells; activation (protection from cell death), % at 10 µM; actives 0.068% (n = 220,000); AID 463075, 2010;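 active = activation, meaning protection from cell death, of at least 50% relative to plate controls; inactive = activation below 50%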;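 note: necroptosis triggered by 40 ng/mL TNF-alpha added together with compound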
PERK inh = block of dimerizer-induced PERK translation repression, primary screen, PERK inhibitor project, CHO PERK-DD cells, SEAP luminescence, HTS. actives 0.17% (n = 220,000). CHO PERK-DD fusion, SEAP luminescence translation reporter. Eukaryotic translation initiation factor 2-alpha kinase 3 (Homo sapiens), Q9NZJ5. inhibition, % at 5.6 µM;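 active = inhibition above the mean inhibition of all tested compounds plus 3 SD, set separately per screening campaign, cut at about 2.9% in these data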;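 note: PERK kinase domain activated by AP20187 dimerizer at 100 nM; 0% = DMSO with dimerizer and 100% = rapamycin at 8.4 µM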
EP2 antag = human EP2 receptor antagonists, primary screen, TR-FRET cAMP, C6 glioma cells. C6 glioma cells expressing human EP2; cells stimulated with saturating PGE2. Prostaglandin E2 receptor EP2 subtype (Homo sapiens), P43116. inhibition, % at 25 µM. actives 0.52% (n = 260,000);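 active = percent inhibition above 40 after rounding to a whole number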;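 note: rat C6 glioma host cells with rolipram phosphodiesterase inhibitor present; the protocol text gives 20 µM as final concentration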
Target sequence (P43116 whole entry, looked up): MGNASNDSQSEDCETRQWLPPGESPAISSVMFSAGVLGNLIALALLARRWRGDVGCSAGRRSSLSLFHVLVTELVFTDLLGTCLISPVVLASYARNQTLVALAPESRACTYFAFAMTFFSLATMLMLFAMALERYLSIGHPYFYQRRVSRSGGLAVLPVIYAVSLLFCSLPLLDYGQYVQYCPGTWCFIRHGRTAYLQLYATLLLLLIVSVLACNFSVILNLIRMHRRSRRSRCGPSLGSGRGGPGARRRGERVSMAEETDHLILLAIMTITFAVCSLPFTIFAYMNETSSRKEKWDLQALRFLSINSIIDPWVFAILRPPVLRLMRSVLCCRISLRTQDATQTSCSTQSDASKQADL
L929 necroptosis = inhibitors of zVAD-triggered necroptosis, primary screen, L929 cells. actives 0.38% (n = 220,000). viability rescue, % at 10 µM. AID 1377, 2008. L929 zVAD necroptosis rescue, ATP luminescence, 24 h; with zVAD 60 µM;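 active = activation, scaled between plate controls, above about 75%, limit read from the data; inactive = activation under that limit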;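 note: 0% = zVAD with DMSO and 100% = DMSO alone without zVAD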
Hck-Nef inh = inhibitors of Nef-activated human Hck kinase, primary screen, biochemical, Z-Lyte FRET, 384-well, Hck-YEEI | Tyrosine-protein kinase HCK (Homo sapiens), P08631 | Recombinant Hck-YEEI plus Nef, Z-Lyte FRET kinase assay | inhibition, % at 20 µM | actives 0.68% (n = 220,000) | AID 463187, 2010;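 active = Hck-Nef kinase inhibition above about 50%, limit read from the data; inactive = inhibition below that limit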;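 note: 0% = DMSO with Hck plus Nef and 100% = Hck alone without Nef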
Runt-SMMHC FRET = inhibitors of RUNX1 Runt–CBFb-SMMHC binding, primary screen, biochemical, FRET, Cerulean-Runt, Venus-CBFb-SMMHC, uHTS | actives 0.74% (n = 220,000) | Cerulean-Runt/Venus-CBFb-SMMHC FRET ratio 530/480, 1 h | inhibition, % at 20 µM | Runt-related transcription factor 1 (Homo sapiens) + Core-binding factor subunit beta …;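 active = mean inhibition across duplicate retests at 20 µM reaching about 50%, limit read from the data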;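 note: 0% = DMSO wells and 100% = wells with excess untagged CBFb-SMMHC; inhibitors lower the FRET ratio by blocking Runt binding to CBFb-SMMHC; some results filed as inactive read as strong as hits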
Target sequence (Q01196 whole entry, looked up): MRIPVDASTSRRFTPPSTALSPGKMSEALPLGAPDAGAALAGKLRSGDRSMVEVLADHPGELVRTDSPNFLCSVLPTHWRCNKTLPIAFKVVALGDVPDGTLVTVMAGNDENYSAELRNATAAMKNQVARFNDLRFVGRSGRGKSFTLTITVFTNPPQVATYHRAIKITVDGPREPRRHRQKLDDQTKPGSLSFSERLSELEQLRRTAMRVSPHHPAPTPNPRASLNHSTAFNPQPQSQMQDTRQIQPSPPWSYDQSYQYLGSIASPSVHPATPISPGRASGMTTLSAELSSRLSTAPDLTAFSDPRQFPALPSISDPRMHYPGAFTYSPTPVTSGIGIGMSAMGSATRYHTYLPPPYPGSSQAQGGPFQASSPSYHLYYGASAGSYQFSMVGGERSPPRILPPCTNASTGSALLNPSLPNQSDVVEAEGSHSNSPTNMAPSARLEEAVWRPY
Target sequence (Q13951 whole entry, looked up): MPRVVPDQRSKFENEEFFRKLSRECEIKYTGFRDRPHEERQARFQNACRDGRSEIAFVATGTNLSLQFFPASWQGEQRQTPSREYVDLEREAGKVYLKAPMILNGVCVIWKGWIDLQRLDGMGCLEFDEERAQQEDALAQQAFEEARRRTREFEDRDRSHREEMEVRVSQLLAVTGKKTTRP
RBBP9 inh = human RBBP9 inhibitors, primary screen, biochemical, fluorescence polarization, FP-Rh probe, HTS; Serine hydrolase RBBP9 (Homo sapiens), O75884; recombinant RBBP9; inhibition, % at 7.94 µM; actives 0.2% (n = 220,000);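 active = inhibition above the campaign mean of all tested compounds plus 3 SD, cut at about 14% in these data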;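 note: plate controls were DMSO wells with RBBP9 for no effect and wells lacking RBBP9 protein for full effect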
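System: RBBP9 protein | Quantity: 2.5 µM RBBP9 dispensing solution, before mixing | Reagent: FP-Rh probe, 375 nM dispensing solution | Timing: Enzyme-compound preincubation 30 min, then probe labeling 45 min, 25 °C | Measured by: Fluorescence polarization | Read-out: % inhibition | Replication: One well per compound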
EP2 mod = EP2 receptor modulators, cAMP readout, primary screen, cell-based, HTRF cAMP, PGE2 stimulation. induction, % at 25 µM. actives 0.83% (n = 260,000). Prostaglandin E2 receptor EP2 subtype (Homo sapiens), P43116. EP2-expressing cells, cAMP HTRF FRET, PGE2 co-stimulation;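 active = compounds whose cAMP rise, as percent of the full-agonist control response, exceeds 60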;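 note: rat C6 glioma line stably carrying human EP2 under a CMV promoter; the protocol text gives 20 µM as final concentration; 100% = response of wells given 1 µM PGE2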
Runt-CBFb FRET = inhibitors of RUNX1 Runt–CBFb binding, primary screen, biochemical, FRET, Cerulean-Runt, Venus-CBFb, uHTS | Runt-related transcription factor 1 (Homo sapiens) + Core-binding factor subunit beta … | Cerulean-Runt/Venus-CBFb FRET ratio 530/480, 1 h | inhibition, % at 20 µM | actives 0.46% (n = 220,000) | AID 1496, 2009;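 active = inhibition over about 50% at 20 µM in the single-dose screen, limit read from the data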;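 note: 0% = DMSO wells and 100% = excess unlabeled CBFb competitor control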
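Assay system: Cerulean-tagged RUNX1 Runt domain (FRET donor) fusion protein / Amount: 100 nM each of Venus-CBFb and Cerulean-Runt domain / Medium: Tris buffer pH 7.5 with salts and BSA / Also added: Venus-CBFb 100 nM / Schedule: 1 h complex formation plus 1 h compound treatment, room temperature / Signal: FRET fluorescence / Read-out: loss of energy transfer signal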
The depositor's hits bear a star; nt = no result given; & = joins results of further samples. A portion of the library; rates above refer to the full screens.

SMILES	TNF necrop inh	PERK inh	EP2 antag	L929 necroptosis	Hck-Nef inh	Runt-SMMHC FRET	RBBP9 inh	EP2 mod	Runt-CBFb FRET
O=C(CCN1C(=O)c2ccccc2C1=O)NCc1ccco1	0.2	1.4	7	0.9	0	0	8	16	0
Cc1cc(C)nc(NC(=O)CSc2ncccn2)n1	2.2	0.9	11&7	2.1	20	-1	0	1&2	-1
Cc1ccc(CS(=O)(=O)CCC(=O)NCCN2CCCCC2C)cc1 (stereo not given)	0.7	0.5	11	0.2	0	2	0	-7	0
Cc1ccc(C(=O)CSc2nnc(Cn3nnc4ccccc43)n2C)cc1	-1.1	0.1	10	-0.4	0	-1	-3	5	3
CC(=O)c1c(C)c[nH]c1C	1.2	1.2	7	2.6	10	4	6	10	1
COc1ccc(CCn2c(C)cc(C(=O)CSc3nnc(N)s3)c2C)cc1	-5.1	-0.8	nt	-0.2	5	2	-1	-23	nt
CC(=O)c1c(C)nc2ccc(Cl)cn12	0.4	0.0	7	1.1	9	1	-1	-18	-1
COc1ccc(/C(C)=N/Nc2nc3ccccc3nc2C)cc1OC	2.9	-1.9	14	0.5	17	-1	-8	-26	-2
CCOC(=O)c1ccc(NC(=O)c2cccc(C)c2[N+](=O)[O-])cc1	4.6	-0.6	3	33	-16	-5	-6	-49	2
O=C(NC(Cc1ccc(F)cc1)C(=O)O)c1ccccc1 (stereo not given)	-1.9	2.0	15	-0.4	-5	0	-1	26	-1
CCC(C)C(NC(=O)c1ccc(Cl)cc1)C(=O)Nc1cccnc1 (stereo not given)	-1.9	0.0	2	0.1	-26	0	-8	-32	0
CCOC(=O)CC1C(=O)NCCN1Cc1ccc(OC)c(OC)c1 (stereo not given)	-1.2	0.6	7	0.6	23	1	-5	19	0

Two entries drawn at random from the list so far, as already listed:
SMILES	TNF necrop inh	PERK inh	EP2 antag	L929 necroptosis	Hck-Nef inh	Runt-SMMHC FRET	RBBP9 inh	EP2 mod	Runt-CBFb FRET
CCOC(=O)c1ccc(NC(=O)c2cccc(C)c2[N+](=O)[O-])cc1	4.6	-0.6	3	33	-16	-5	-6	-49	2
CC(=O)c1c(C)nc2ccc(Cl)cn12	0.4	0.0	7	1.1	9	1	-1	-18	-1

(list continues)
SMILES	TNF necrop inh	PERK inh	EP2 antag	L929 necroptosis	Hck-Nef inh	Runt-SMMHC FRET	RBBP9 inh	EP2 mod	Runt-CBFb FRET
Cc1cc(-c2csc(NC(=O)c3ccc(=O)[nH]c3)n2)c(C)n1Cc1ccco1	2.6	0.7	15	1.2	81*	-8	3	-18	20
CCC1(c2ccccc2)NC(=S)N(c2ccc(C)cc2)N1 (stereo not given)	-1.2	1.1	8	-0.6	24	10	-3	-4	nt
S=c1nccc(-c2cccs2)[nH]1	-0.2	1.0	2	2.5	25	50	-8	11	65*
CN(C)S(=O)(=O)c1cccc(C(=O)NCC2CCCO2)c1 (stereo not given)	0.6	-0.8	11	1.2	6	0	-9	2	3
CC1=CC(C)(C)N(C(=O)CN2C(=O)c3ccccc3C2=O)c2ccc(C)cc21	-0.6	0.2	4	0.0	-1	-8	-6	56	-3
CC(C)C(=O)Nc1cccc(-c2nc3ccccc3c(=O)o2)c1	-0.4	0.7	20	0.8	12	-2	-6	0	0
CSc1nsc2nc(=O)c(/C=C3\C=Nc4ccccc43)c(N)n12	-0.6	0.8	6	5.7	0	51*	4	9	14
Cc1cccc(NC(=O)c2ccc(C(=O)c3ccccc3)o2)c1	0.2	0.4	6	32	3	0	-9	-13	-1
Oc1c(C(Nc2ccccn2)c2ccccn2)ccc2cccnc12 (stereo not given)	-18	0.5	nt	3.7	-2	1	-5	17	0
Cc1c(CNC(=O)c2cnn3c2NC(c2ccccc2)CC3C(F)(F)F)cnn1C (stereo not given)	-3.4	-0.6	3	1.3	1	4	-9	18	-2
COc1ccc2cc(Br)ccc2c1CC(=O)NCC1CCCO1 (stereo not given)	2.5	1.7	16	0.2	-72	-3	-2	51	-1
Cc1ccc(N2CCN(CC(O)COc3cccc(C)c3)CC2)cc1 (stereo not given)	4.8	1.6	3	-0.7	14	-2	1	4	0
COc1ccc(NC(=O)c2[nH]c(C)c(C(C)=O)c2C)cc1Cl	-1.1	0.6	17	1.9	2	-4	-12	-24	0
CCOC(=O)c1cc(OC(=O)c2cccc([N+](=O)[O-])c2)n(-c2ccccc2)n1	0.4	1.2	8	-0.3	0	-7	-2	16	-1
CCN1CCCC1CNC(=O)CN1C(=O)COc2ccc(C)cc21 (stereo not given)	0.5	0.4	10	1.3	-1	2	-8	-3	-1
CCOC(=O)N=Nc1c(O)n(CC(=O)OC)c2ccccc12	0.5	-0.8	1	1.0	-16	0	-11	-1	0
CCOc1ccc(-n2c(C)cc(/C=C3/C(=N)N4C(=NC3=O)SN=C4S(C)(=O)=O)c2C)cc1	-1.4	1.1	8	6.3	27	49	-4	-8	-30
CCCCn1c(SCc2nc3ccccc3s2)nc2ccccc2c1=O	5.4	0.1	5	0.4	2	2	-10	8	-1
O=C(O)/C=C\C(=O)Nc1ccccc1C(=O)NCc1ccccc1	-0.2	0.5	9	1.2	4	3	-1	16	0
COc1ccc(-n2c(Cc3cccn3C)nnc2SCC(=O)Nc2ccccc2)cc1	0.9	0.2	5	0.4	15	2	-4	12	2
O=C(c1ccc(Cl)cc1)C1CCCN(C(=O)c2csnn2)C1 (stereo not given)	1.0	0.6	6	0.2	4	0	8	-40	0
CCOc1ccc(-c2ccc(SC)nn2)cc1	-8.5	0.9	6	1.4	23	2	-8	14	2
C=CCN1C(=O)/C(=C\c2cc(Br)c(OCc3ccccn3)c(OC)c2)SC1=S	0.2	0.0	3	0.8	23	-7	5	8	-11
CCOc1ccc(OCC)c(NC(=O)C2CCN(c3nn4c(=O)cc(C)nc4s3)CC2)c1	-2.1	-1.6	15	-0.4	-1	4	-8	7	1
O=C(C1=C[C@H](c2csc3ccccc23)C[C@H](OCCCCO)O1)N1CCN(Cc2ccccc2)CC1	-1.8	-0.2	-2	-0.7	-13	-5	-14	-19	-2
O=C1CS/C(=N/N=C/c2cccs2)N1Cc1ccc(F)cc1	0.8	0.6	4	0.2	24	2	-2	-18	1
CCOc1ccc(N=Nc2c(N)[nH][nH]c2=O)cc1	3.9	0.5	6	48	12	13	7	4	5
Oc1ccccc1-n1c(-c2ccccc2)ccc1-c1ccccc1	-1.1	0.4	2	0.6	13	-1	-2	51	0
Cc1nn(Cc2ccccc2)c(C)c1NC(=O)c1ccc([N+](=O)[O-])cc1[N+](=O)[O-]	1.4	0.5	6	-0.2	2	3	-3	-15	-1
COc1cc(N/N=C(\C)c2ccc(O)c(C)c2)nc(-c2ccccc2)n1	0.2	0.8	16	1.6	16	0	-3	0	0
COc1ccc(S(=O)(=O)N(C)c2c(C)n(C)n(-c3ccccc3)c2=O)cc1OC	-1.9	0.5	11	0.0	2	0	14	9	4
Cc1ccc(-n2nnc3c(SCC(=O)NCc4ccco4)ncnc32)cc1	-3.7	-0.1	12	-0.4	-1	-4	-3	12	0
Nc1ccc(Cl)cc1/C(=N/O)c1ccccc1	8.5	-0.2	10	-0.7	-14	1	-8	-13	-1
Cc1ccc(-n2c(=O)c3ccc(C(=O)NCc4ccco4)cc3n(Cc3ccccc3C#N)c2=O)cc1	3.8	0.1	6	0.5	4	-1	0	1	-3
Cc1cc(C)nc(SCc2cn3c(C)cc(C)nc3n2)n1	3.8	0.8	12	0.4	13	-4	-3	16	0
O=C(COC(=O)c1cccnc1Cl)Nc1ccc2c(c1)OCO2	-0.4	0.9	5	1.2	29	0	0	-14	-1
CCn1c(N)[n+](CC(=O)Nc2ccc(SC(F)F)cc2)c2ccccc21	-5.5	0.1	12	1.7	16	4	-2	-25	0
CCC(C)NC(=O)CSc1ccc(NC(C)=O)cc1 (stereo not given)	-0.7	0.5	11	0.3	3	-3	-8	-1	-1
Cn1c(N)c(N2CCN(c3ccccc3)CC2)c(=O)[nH]c1=O	-0.2	0.8	9	2.5	15	9	-3	35	2
O=C1CC(C(=O)Nc2ccc(Cl)cc2)n2ncnc2N1 (stereo not given)	0.8	0.4	4	-0.5	9	-2	2	5	0
O=C1CC(N2CCOCC2)C(=O)N1c1ccc(Cl)cc1 (stereo not given)	3.0	1.9	7	0.7	29	-1	-8	36	-1
Cc1ccc(N2CC(O)=C(c3ccccc3)C2=N)cc1	0.4	1.2	6	-0.3	16	0	5	9	-2
CSc1nnc(-c2cccc(C)c2)n1N	1.3	0.1	8	0.2	1	-2	1	12	3
CC(=O)Nc1ccc(Nc2cc(C)nc3c(-c4ccccc4)cnn23)cc1	-0.2	-0.7	14	24	1	-11	-3	-21	-6
CSc1nc(N)nc(SCC(=O)c2ccc(C)cc2)c1C#N	-4.6	-1.1	16	0.1	1	-16	-9	-13	-9
COC(=O)c1c(C(=O)OC)c2ccncn2c1Cl	-1.0	0.8	18	-1.1	0	-2	7	-16	2
Oc1ccc(/C=N/Nc2cccc3cccnc23)c(O)c1	-12	-0.6	51*	1.9	1	-4	8	-16	10
O=C(NCc1ccco1)c1ccc2c(=O)n(CCC3=CCCCC3)c(=O)[nH]c2c1	-3.8	-0.1	4	0.1	-1	-4	-5	-1	2
CCOC(=O)c1cc2oc(C(c3nnnn3C3CCCCC3)N3CCOCC3)cc2[nH]1 (stereo not given)	0.6	-0.6	15	-0.8	3	-4	8	14	-9
COc1ccc(C(=O)Nc2nnc(-c3ccccc3)o2)cc1OC	-5.1	2.0	13	-0.1	3	1	-7	16	0
CCN(CC)CCN(C(=O)CCOc1ccccc1)c1nc2ccc(F)cc2s1	0.2	1.3	8	-0.9	-21	0	-11	8	1

Bioassay records: PubChem, several laboratories
